Assay outcomes from PubChem BioAssay.
GDH-TPI counter: inhibits GDH-TPI coupling enzymes, artifact for Mtb FBA screen | GDH-TPI coupled enzyme counterscreen, NADH absorbance | inhibition, % at 4.8 µM | actives 1.2% (n = 360,000) | AID 588335;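 note: 0% = DMSO wells and 100% = wells lacking the enzyme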
FadD28 binding: M. tuberculosis FadD28 bisubstrate binding inhibition; FadD28 bisubstrate probe binding, fluorescence polarization; inhibition, % at 12.5 µM; actives 0.22% (n = 360,000); in the data active = inhibition above about 8.5%, passing the limit was not always enough; inconclusive = no clear call, values can overlap the other calls
Rv3671c protease: Rv3671c (M. tuberculosis) protease inhibition | inhibition, % at 5.96 µM | actives 0.048% (n = 320,000) | P9WHR9; in the data active = inhibition above about 38%;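 note: extracellular domain of Rv3671c used as enzyme; 0% = enzyme with DMSO and 100% = no enzyme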
MazEF act: increases E. coli MazEF RNase cleavage of RNA | P0AE70 | FAM/BHQ RNA-DNA oligo cleavage fluorescence, 5 h | activation, % at 20 µM | actives 0.32% (n = 350,000); in the data active = activation above about 50%
Target sequence (P0AE70 whole entry, looked up): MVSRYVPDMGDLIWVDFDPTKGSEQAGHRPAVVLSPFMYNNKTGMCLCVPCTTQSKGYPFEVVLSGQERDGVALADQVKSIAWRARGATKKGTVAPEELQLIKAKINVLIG
FBA Mtb inh: inhibitors of M. tuberculosis fructose-bisphosphate aldolase; P9WQA3; purified M. tuberculosis FBA, fluorescence read-out; inhibition, % at 1 µM; actives 2.3% (n = 360,000); AID 588726; in the data active = inhibition above about 27%;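 note: 0% = vehicle and 100% = reference inhibitor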
Target sequence (P9WQA3 whole entry, looked up): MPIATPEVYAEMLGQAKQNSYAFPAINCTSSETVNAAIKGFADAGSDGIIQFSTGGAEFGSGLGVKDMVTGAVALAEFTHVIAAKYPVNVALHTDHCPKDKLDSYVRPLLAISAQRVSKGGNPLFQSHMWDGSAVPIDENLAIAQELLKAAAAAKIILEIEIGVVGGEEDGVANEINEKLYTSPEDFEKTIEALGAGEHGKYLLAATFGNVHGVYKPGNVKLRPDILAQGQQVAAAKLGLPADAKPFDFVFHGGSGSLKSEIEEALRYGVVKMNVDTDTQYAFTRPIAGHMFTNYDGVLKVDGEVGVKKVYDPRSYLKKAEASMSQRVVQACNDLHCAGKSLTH
CCHFV vOTU inh: blocks the CCHF virus ovarian tumor domain protease; CCHFV vOTU protease, Pep-AMC fluorescence; actives 0.55% (n = 370,000); AID 651958; inhibition, % at 11.5 µM; note: 0% = vehicle wells with enzyme and 100% = no enzyme wells
Mtb UGM inh: inhibitors of M. tuberculosis UDP-galactopyranose mutase; P9WIQ1; purified UGM, fluorescence polarization probe displacement; inhibition, % at 10 µM; actives 0.06% (n = 320,000); in the data active = inhibition above about 10%, passing the limit was not always enough; inconclusive = no clear call, values can overlap the other calls
BoNT F protease: inhibitors of Botulinum neurotoxin F light chain protease. Multiplex microsphere protease cleavage assay, flow cytometry. inhibition, % at 10 µM. actives 0.22% (n = 360,000); in the data active = inhibition above about 35%, passing the limit was not always enough; inconclusive = no clear call, values can overlap the other calls; note: plate controls were buffer without enzyme for full effect and enzyme alone for no effect
VHR inh abs: inhibitors of human VHR1 phosphatase (DUSP3) | recombinant VHR phosphatase, pNPP absorbance | inhibition, % at 13.3 µM | actives 0.52% (n = 290,000) | AID 1654; in the data active = inhibition above about 50%; note: some compounds called inactive have numbers as strong as hits
Target sequence (P51452 whole entry, looked up): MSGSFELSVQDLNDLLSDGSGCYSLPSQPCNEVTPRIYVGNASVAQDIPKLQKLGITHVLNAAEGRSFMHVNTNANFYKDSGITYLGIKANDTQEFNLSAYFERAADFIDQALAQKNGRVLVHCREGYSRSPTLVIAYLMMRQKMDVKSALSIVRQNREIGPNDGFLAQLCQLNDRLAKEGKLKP
Mtb BioA inh: BioA (M. tuberculosis) enzyme inhibition; purified M. tuberculosis BioA enzyme, plate reader; inhibition, % at 9.99 µM; actives 0.096% (n = 360,000); AID 602481; in the data active = inhibition above about 40%; inconclusive = no clear call, values can overlap the other calls
The depositor's hits bear a star; u = inconclusive; x = no result given. Cut-off read from the data, not from the text of the source, unless noted: active = inhibition above about 30%; inactive = the rest.

1) CCOC(=O)CN1C(=O)/C(=C/c2ccccc2Br)Oc2ccccc21
2) Cn1c(=O)[nH]c(Nc2ccc(F)cc2)c([N+](=O)[O-])c1=O
3) CC(=O)Nc1cc(-c2cccc(N)c2)cn2c(-c3ccccc3)cnc12
4) COc1cc(S(=O)(=O)Nc2cccc3cn[nH]c23)c(OC)cc1Cl
5) COc1cccc(OC)c1OCCCOc1ccc([N+](=O)[O-])cc1Cl
6) CCOc1nc2cnccc2n(CC(=O)Nc2c(F)c(F)cc(F)c2F)c1=O
7) CC(=O)N[C@H]1[C@H](OC2CCCCC2)O[C@H](COC(C)=O)[C@@H](OC(C)=O)[C@@H]1OC(C)=O
8) CC(=O)NC(c1cc(F)c2cccnc2c1O)C1CC1 (stereo not drawn)
9) COc1cc2nc(C3CCC3)n(N)c(=O)c2cc1OC
10) COc1cc(NC(=O)CSc2nnc3c(C)cc4cc(C)cc(C)c4n23)c(C(=O)O)cc1OC

compound no.	1	2	3	4	5	6	7	8	9	10
FBA Mtb inh	7	-1	4	-9	-2	2	0	-3	5	-3
Rv3671c protease	-8	6	x	-3	-8	13	2	-4	-4	-1
Mtb UGM inh	0.0	3.0	x	1.1	-0.8	1.0	-1.8	-0.4	2.0	2.5
MazEF act	-4	3	x	5	-6	14	8	-1	-2	-10
GDH-TPI counter	8	19	9	-1	2	-8	-3	-11	8	-7
BoNT F protease	-32	-4	8	-3	-3	-2	-22	-4	-9	-1
FadD28 binding	-0.4	-4.3	1.4	-3.1	-2.5	-2.6	-3.2	-4.0	2.0	2.4
Mtb BioA inh	-2.6	x	-0.9	0.0	-1.0	-0.3	-0.9	-2.4	-2.0	x
CCHFV vOTU inh	-16	-4	1	8	4	10	-4	6	-12	15
VHR inh abs	-12	2	x	6	-10	10	x	x	15	34

11) O=C(CCNC(=O)c1ccccc1)OCC(=O)c1ccccc1
12) COc1ccccc1OCCCn1c(=O)oc2ccc(C)cc21
13) CC1CCCN(C(=O)COC(=O)c2cc(-c3cccs3)nn2-c2ccccc2)C1 (stereo not drawn)
14) COc1ccccc1/C=C/C(=O)N1CCN(S(=O)(=O)c2cc(C)ccc2C)CC1
15) COC(=O)c1cc(CSC(=N)N)ccc1OCCC(C)C
16) CC(=O)N1CCN(S(=O)(=O)c2ccc(S(=O)(=O)NCC(C)C)cc2)CC1
17) O=C(C(=O)N1CCc2ccccc2C1)c1cn(CC(=O)N2CCCCC2)c2ccccc12
18) COc1cc(NC(=O)CN(C)Cc2ccc(OC(F)F)cc2)c(C)cc1[N+](=O)[O-]
19) O=C(COC(=O)c1ccc(S(=O)(=O)NCc2ccco2)cc1)Nc1ccccc1
20) Cc1nc(=O)c(-c2ccccc2)c(C)n1-c1cccc(C(=O)O)c1

compound no.	11	12	13	14	15	16	17	18	19	20
FBA Mtb inh	-6	-10	0	2	0	-4	0	-1	1	-4
Rv3671c protease	9	-5	0	4	-4	-3	-1	1	x	1
Mtb UGM inh	-3.9	2.7	2.1	0.7	-1.7	1.5	0.5	-1.1	x	-0.8
MazEF act	5	-2	-16	-1	8	2	-3	7	-4	4
GDH-TPI counter	-5	3	-6	13	3	6	15	11	3	-12
BoNT F protease	4	-27	11	2	u	u	0	-1	-14	u
FadD28 binding	-2.0	-0.9	-5.9	x	-5.6	-1.8	-2.2	-0.5	-0.9	-3.5
Mtb BioA inh	0.8	-0.8	0.1	0.0	2.7	4.6	-2.2	x	-1.3	-0.4
CCHFV vOTU inh	-3	-5	-15	1	10	x	-2	-10	13	1
VHR inh abs	12	3	x	x	-1	12	-1	-8	x	-4

Reformatted: results already given.
no. | mol | FBA Mtb inh | Rv3671c protease | Mtb UGM inh | MazEF act | GDH-TPI counter | BoNT F protease | FadD28 binding | Mtb BioA inh | CCHFV vOTU inh | VHR inh abs
16 | CC(=O)N1CCN(S(=O)(=O)c2ccc(S(=O)(=O)NCC(C)C)cc2)CC1 | -4 | -3 | 1.5 | 2 | 6 | u | -1.8 | 4.6 | x | 12
12 | COc1ccccc1OCCCn1c(=O)oc2ccc(C)cc21 | -10 | -5 | 2.7 | -2 | 3 | -27 | -0.9 | -0.8 | -5 | 3
4 | COc1cc(S(=O)(=O)Nc2cccc3cn[nH]c23)c(OC)cc1Cl | -9 | -3 | 1.1 | 5 | -1 | -3 | -3.1 | 0.0 | 8 | 6
13 | CC1CCCN(C(=O)COC(=O)c2cc(-c3cccs3)nn2-c2ccccc2)C1 (stereo not drawn) | 0 | 0 | 2.1 | -16 | -6 | 11 | -5.9 | 0.1 | -15 | x

The listing continues:
21) CCN(CC)C(=O)OCc1c(-c2cccc(OC)c2)ncc2ccccc12
22) Cc1ccc(-c2nc(C#N)c(NCC3CCCO3)o2)cc1 (stereo not drawn)
23) COc1ccc(N(C)C(=O)Nc2ccc3c(c2)nnn3C)cc1
24) CCOc1ccc(S(=O)(=O)NCCCn2ccnc2)cc1NC(C)=O
25) CCN(CC)C(=O)C(C)N(C#N)c1nc(SC)nc(N(C)C)n1 (stereo not drawn)
26) CCC(CC)c1nnc(NC(=O)c2ccc3ccccc3n2)s1
27) CN1CCN(c2ccc(S(=O)(=O)Nc3ccccc3)cc2[N+](=O)[O-])CC1
28) C[N+]1(C)CC2=Cc3ccccc3CC2C1 (stereo not drawn)
29) CN(C)CCNC(=O)C(=O)NCC1CCCN1S(=O)(=O)c1cccs1 (stereo not drawn)
30) COCCCN(Cc1cccs1)S(=O)(=O)c1csc(C(N)=O)c1

compound no.	21	22	23	24	25	26	27	28	29	30
FBA Mtb inh	-1	180*	26	1	2	4	0	3	5	0
Rv3671c protease	1	1	-9	-8	-1	-6	6	3	2	-4
Mtb UGM inh	-3.5	-1.5	1.3	1.9	-3.1	4.2	1.2	2.2	-2.4	0.6
MazEF act	3	2	1	6	-4	-2	-2	1	0	6
GDH-TPI counter	7	6	2	0	-1	7	1	-3	-2	-2
BoNT F protease	4	-6	-7	16	-5	7	1	-2	x	3
FadD28 binding	-1.2	-3.2	-2.4	0.8	1.2	0.3	-0.4	-1.5	0.3	-3.2
Mtb BioA inh	0.2	x	19	1.2	4.9	-1.2	x	x	-1.5	1.4
CCHFV vOTU inh	1	-34	6	-4	9	10	5	3	-1	16
VHR inh abs	x	17	18	72	0	10	4	16	x	21

31) CCOc1ccc(CNC(=O)CCC(=O)N2Cc3ccccc3Oc3ncccc32)cc1
32) CC(C)=CCC/C(C)=C/CNC(=O)CC1C[C@H](C(=O)N(C(C)C)C(C)C)[C@@]2(C)c3[nH]c4ccccc4c3CCN2C1=O (stereo partly drawn)
33) Cc1ccc(C(=O)Nc2ccccc2C(=O)O)cc1S(=O)(=O)NCc1ccccc1
34) O=C(COC(=O)CN1C(=O)COc2ccccc21)NCc1ccc(F)cc1
35) O=C(NC1C2CC3CC(C2)CC1C3)c1ccc(N2CCNCC2)c([N+](=O)[O-])c1 (stereo not drawn)
36) Cc1nc(SCC(=O)N2CCNC2=O)c(C#N)c(C)c1C
37) Cc1ccc(C(=O)CNc2ccc(C)c(Cl)c2)cc1
38) Cc1ccc(OCC(=O)N2CCN(Cc3cccnc3)CC2)cc1
39) O=C1N=C(N2CCN(Cc3ccccc3)CC2)S/C1=C/c1cccs1
40) Cc1cc(-c2nc(C)c(-c3nnc(SCC(=O)Nc4ccccc4)n3C)s2)no1

compound no.	31	32	33	34	35	36	37	38	39	40
FBA Mtb inh	1	3	-3	0	3	-4	-4	17	2	4
Rv3671c protease	-12	1	-23	-4	3	x	-19	4	-3	9
Mtb UGM inh	-1.3	1.7	5.2	2.5	-2.2	x	1.7	2.1	-1.1	2.3
MazEF act	9	-1	-1	2	23	4	-1	-7	-16	10
GDH-TPI counter	-8	9	5	-1	5	-1	7	2	28	-5
BoNT F protease	-1	-6	2	-14	x	2	-1	4	-7	u
FadD28 binding	-4.6	-0.4	-6.8	-2.3	-0.2	-3.2	-1.8	1.7	-5.2	-3.7
Mtb BioA inh	6.9	-3.1	x	x	-0.2	0.9	x	0.1	1.3	x
CCHFV vOTU inh	-14	-7	23	6	-8	2	1	-7	-8	-5
VHR inh abs	17	x	0	x	9	x	5	18	22	20

41) Cc1cc(N)n(-c2ccc(S(=O)(=O)c3ccc(C(C)C)cc3)cc2)n1
42) CCOc1ccc(N2C(=O)NC(Cc3c[nH]c4ccccc34)C2=O)cc1 (stereo not drawn)
43) CSc1nc2ccc(NC(=O)c3ccc(F)c(F)c3)cc2s1
44) COc1ccc(/C(C)=N/OCC(=O)Nc2nc3ccccc3s2)cc1OC
45) COC(=O)CCCCCCCC(=O)Nc1nnc(C(F)(F)F)s1
46) Cc1ccc2nc(CCc3nc4ccc(C)cc4o3)oc2c1
47) CCCc1nn2c(=O)c(C(c3cccc(Cl)c3)c3c(O)nc4sc(CCC)nn4c3=O)c(O)nc2s1
48) COc1ccc(OCc2cc(C(=O)N3CCC(c4ccccc4)CC3)no2)c(Cl)c1
49) CCc1ccc2nc(SCC(=O)Nc3nnc(C)s3)c(C)cc2c1
50) CC(C)c1ccccc1NC(=S)NC(=O)C1CCCCC1

compound no.	41	42	43	44	45	46	47	48	49	50
FBA Mtb inh	-1	-3	1	-2	-2	1	4	5	-2	1
Rv3671c protease	-13	2	-10	-21	11	2	10	-12	7	2
Mtb UGM inh	0.0	1.3	-0.2	x	0.1	1.0	4.0	-0.6	2.8	2.8
MazEF act	-3	5	-11	-7	4	-5	0	-8	-25	-7
GDH-TPI counter	-4	-1	1	1	1	-5	18	7	6	23
BoNT F protease	-2	-4	-2	-15	2	-39	-21	3	-2	6
FadD28 binding	-2.5	-0.3	-4.0	-3.5	-1.5	-2.2	2.6	-2.4	-3.4	-2.1
Mtb BioA inh	x	-1.0	x	-0.6	x	x	3.0	-0.5	x	0.2
CCHFV vOTU inh	-10	8	18	22	4	-3	13	0	-15	2
VHR inh abs	3	13	18	-4	20	-5	14	-38	18	x

51) O=C(c1ccc2c(=O)n3c(nc2c1)CCCCC3)N1CCN(c2ccc([N+](=O)[O-])cc2)CC1
52) COc1ccc(-n2c(=O)cc(N3CCOCC3)[nH]c2=O)cc1
53) O=C(O)C1C2CCC(C2)C1C(=O)Nc1cc(F)ccc1F (stereo not drawn)
54) CCN(CC)CC(=O)Nc1ccc(/C(C)=N/NC2=NCCN2)cc1

compound no.	51	52	53	54
FBA Mtb inh	-8	2	3	-2
Rv3671c protease	-5	-4	11	-10
Mtb UGM inh	1.9	-1.7	0.1	1.0
MazEF act	10	-1	4	3
GDH-TPI counter	13	8	-11	6
BoNT F protease	5	1	-14	-8
FadD28 binding	-3.3	-1.6	-2.2	-1.7
Mtb BioA inh	0.9	-0.3	-0.3	x
CCHFV vOTU inh	17	-3	-7	5
VHR inh abs	6	21	12	7
